FBA Mtb inh – inhibits M. tuberculosis FBA enzyme; inhibition, % at 1 µM; AID 588726; purified M. tuberculosis FBA, fluorescence read-out; P9WQA3; 360,000 compounds, 2.3% hits; in the data active = inhibition above about 27%;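 note: 0% = vehicle and 100% = reference inhibitor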
Target sequence (P9WQA3 whole entry, looked up): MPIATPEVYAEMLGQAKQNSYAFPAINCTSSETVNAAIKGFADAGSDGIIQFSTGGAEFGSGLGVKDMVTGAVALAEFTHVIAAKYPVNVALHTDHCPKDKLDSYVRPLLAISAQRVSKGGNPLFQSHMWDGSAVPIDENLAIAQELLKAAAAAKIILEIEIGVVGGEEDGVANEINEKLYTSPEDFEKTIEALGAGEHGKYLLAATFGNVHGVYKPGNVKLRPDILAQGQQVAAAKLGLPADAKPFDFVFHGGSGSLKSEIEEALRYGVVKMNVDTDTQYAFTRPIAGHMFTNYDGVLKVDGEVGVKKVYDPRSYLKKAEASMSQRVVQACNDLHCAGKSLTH
UGM FP inh – blocks M. tuberculosis UGM enzyme | 320,000 compounds, 0.06% hits | AID 504406 | inhibition, % at 10 µM | P9WIQ1 | purified UGM, fluorescence polarization probe displacement; in the data active = inhibition above about 10%, passing the limit was not always enough; inconclusive = no clear call, values can overlap the other calls
Target sequence (P9WIQ1 whole entry, looked up): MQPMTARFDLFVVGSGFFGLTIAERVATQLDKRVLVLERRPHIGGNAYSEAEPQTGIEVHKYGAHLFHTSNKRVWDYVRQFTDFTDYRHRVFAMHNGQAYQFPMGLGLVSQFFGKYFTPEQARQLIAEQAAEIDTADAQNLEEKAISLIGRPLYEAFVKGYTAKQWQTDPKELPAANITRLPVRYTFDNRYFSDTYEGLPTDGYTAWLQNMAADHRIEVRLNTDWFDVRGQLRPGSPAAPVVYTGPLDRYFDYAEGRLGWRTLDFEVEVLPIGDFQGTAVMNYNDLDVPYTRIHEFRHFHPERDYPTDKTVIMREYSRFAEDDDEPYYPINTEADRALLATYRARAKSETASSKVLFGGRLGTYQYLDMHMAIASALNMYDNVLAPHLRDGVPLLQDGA
GDH-TPI inh – GDH-TPI coupled enzyme inhibition counter-screen; GDH-TPI coupled enzyme counterscreen, NADH absorbance; inhibition, % at 4.8 µM; 360,000 compounds, 1.2% hits; in the data active = inhibition above about 30%;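 note: 0% = DMSO wells and 100% = wells lacking the enzyme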
BoNT-F LC inh – inhibitors of Botulinum neurotoxin F light chain protease. 360,000 compounds, 0.22% hits. AID 588497. Multiplex microsphere protease cleavage assay, flow cytometry. inhibition, % at 10 µM; in the data active = inhibition above about 35%, passing the limit was not always enough; inconclusive = no clear call, values can overlap the other calls; note: plate controls were buffer without enzyme for full effect and enzyme alone for no effect
FadD28 FP inh – blocks FadD28 binding to the bisubstrate probe; fluorescence polarization; inhibition, % at 12.5 µM; 360,000 compounds, 0.22% hits; AID 588549; in the data active = inhibition above about 8.5%, passing the limit was not always enough; inconclusive = no clear call, values can overlap the other calls
Anthrax LF prot – blocks Bacillus anthracis lethal factor protease; P15917; multiplex microsphere protease cleavage assay, LF; inhibition, % at 10 µM; 360,000 compounds, 0.12% hits; AID 588501; note: plate controls were buffer without enzyme for full effect and enzyme alone for no effect
BoNT A protease – inhibitors of Botulinum neurotoxin A light chain protease; multiplex microsphere protease substrate cleavage, flow cytometry; inhibition, % at 10 µM; 360,000 compounds, 0.17% hits; note: plate controls were buffer without enzyme for full effect and enzyme alone for no effect
BioA inh – BioA (M. tuberculosis) enzyme inhibition. purified M. tuberculosis BioA enzyme, plate reader. 360,000 compounds, 0.096% hits. inhibition, % at 9.99 µM; in the data active = inhibition above about 40%; inconclusive = no clear call, values can overlap the other calls
PfHsp40 rescue – rescue of PfHsp40-mediated yeast toxicity; growth rescue, % at 12.5 µM; 340,000 compounds, 0.68% hits; S. cerevisiae expressing PfHsp40, growth rescue, ATP luminescence; in the data active = growth rescue above about 28%, passing the limit was not always enough; inconclusive = no clear call, values can overlap the other calls;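 note: yeast W303a lacking pdr1 and pdr3 grown in galactose medium; growth measured after three days at 30 °C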
The depositor's hits bear a star; ? = inconclusive; / = not tested or not shown; & = joins results of further samples. Cut-off read from the data, not from the text of the source, unless noted: active = inhibition above about 30%; inconclusive = no clear call, values can overlap the other calls; inactive = below that.

item	canonical_smiles	Anthrax LF prot	GDH-TPI inh	UGM FP inh	FadD28 FP inh	PfHsp40 rescue	BoNT A protease	BoNT-F LC inh	FBA Mtb inh	BioA inh
1	COc1cc([N+](=O)[O-])ccc1NC(=O)CN1CCN(C(=O)c2ccco2)CC1	-2	9	-0.5	-2.2	-1.0	0.0	0	2	/
2	COc1ccc(N/C(=N/c2nc(C)cc(C)n2)NC(=O)Nc2ccc(Cl)c(Cl)c2)c(OC)c1	-7	11	0.0	1.7	-1.6	-2.4	-9	4	-1.2
3	Cn1c(SCc2cc([N+](=O)[O-])cc3c2OCOC3)nnc1-c1ccccn1	-1	9	-1.9	-1.0	-1.1	0.5	2	0	/
4	COc1ccc(-n2ccsc2=S)cc1	-3	6	1.6	-12	-2.2	0.8	0	-1	1.6
5	CCOc1ccc(-c2c(=O)n(OCc3ccc([N+](=O)[O-])cc3)c3ccccc3[n+]2[O-])c(OCC)c1	-4	-3	-1.3	-3.6	-0.2	-0.2	-3	0	-0.4
6	O=C(CNC1CCCC1)Nc1ccc(N2CCCCCC2)cc1	-6	0	2.1	1.4	-0.4	-1.0	-13	2	/
7	C[C@H](CO)N1C[C@H](C)[C@@H](CN(C)Cc2ccc3c(c2)OCO3)Oc2c(NS(=O)(=O)c3cn(C)cn3)cccc2C1=O	-1	6	1.0	-1.3	1.6	-0.2	-1	0	0.3&0.3
8	CN(C(=O)COc1ccc([N+](=O)[O-])cc1)C1CCS(=O)(=O)C1 (stereo unspecified)	4	1	1.0	-3.8	3.4	-0.4	1	2	/
9	c1ccc(C(c2ccccc2)c2noc(CN3CCC(c4ccncc4)CC3)n2)cc1	-4	4	-3.1	-0.2	-0.4	-0.2	-3	2	-0.2
10	CCN1CCN(CC(=O)Nc2sc3c(c2C#N)CCC3)CC1	0	4	0.9	-0.5	-0.8	0.4	-2	0	/
11	Cc1ccc(NC(=O)N/C=C/c2ccco2)cc1C	2	-14	1.1	-4.1	1.8	?	-2	-3	-0.6
12	CCOC(=O)/C(=N/Nc1ccc(Cl)cc1)S(=O)(=O)c1ccc(Cl)cc1	-1	2	-1.0	1.1	0.1	-1.3	-12	3	-1.0
13	C[C@@H]1CC=C[C@H]2[C@H]1C(=O)N(Cc1ccccc1)[C@H]2c1ccc(F)c(-c2ccc(N(C)C)cc2)c1	-3	12	-0.2	-0.7	-0.1	-0.8	-6	6	-1.9
14	CCN=c1sc(C(=O)Nc2ccccc2)c(C)n1CC	1	7	-0.1	-2.0	-1.2	-0.6	0	1	/
15	COC(=O)C1=C(c2ccc(OCc3ccccc3)cc2)C[C@@H]2CC[C@H]1N2C(=O)NCc1ccc2[nH]ccc2c1	-2	-2	/	0.7	/	0.1	1	0	-2.5
16	CC1(c2ccccc2)CC(C)(C)N2C(=O)C3(C(C#N)=C(N)Oc4cc(O)ccc43)c3cccc1c32 (stereo unspecified)	-3	-1	3.1	-0.5	3.2	-1.2	-4	-1	0.8
17	CCc1ccccc1NC(=O)NC1CC2CCC(C1)N2Cc1cccs1 (stereo unspecified)	-7	12	2.0	-2.6	1.2	0.4	-2	0	-0.9
18	O=C(NCc1ccc(Cl)cc1)C(=O)NCC1CCCN1S(=O)(=O)c1cccs1 (stereo unspecified)	-4	0	0.8	-4.3	1.2	-1.5	0	-1	-1.3
19	O=C(c1ccsc1)N1CCN(C(=O)c2cccs2)CC1	-4	6	-3.2	0.9	-1.0	0.8	-2	-2	0.6
20	Cc1ccc(S(=O)(=O)N(Cc2ccccc2)c2ccccc2C(=O)N2CCCCC2)cc1	8	13	-1.3	1.0	0.4	0.8	18	-2	-0.2
21	CCn1cc(C(=O)NCc2cccs2)c(=O)c2ccc(C)nc21	-2	7	0.2	-1.8	0.9	-0.3	-2	5	-1.3
22	CC1CCN(C(=O)c2ccc3c(Cl)c4c(nc3c2)CCCC4)CC1	-1	4	1.8	-1.3	-0.2	-0.2	-3	1	/
23	COc1ccc(CNc2oc(-c3cccc4ccccc34)nc2C#N)cc1	-4	10	-2.9	-2.3	4.7	-0.7	-3	147*	-1.7
24	N#Cc1ccc(OCC(=O)Nc2nc(-c3cccnc3)cs2)cc1	-2	7	-5.3	-1.6	-0.1	2.0	4	1	-3.4
25	COc1ccc(-c2cc(C(=O)OCC(=O)N(C)C)c3ccccc3n2)cc1	4	8	0.8	-2.8	-0.6	1.4	11	4	-1.2
26	Cc1ccc(F)cc1NC(=O)N1CCCN(C(=O)OC(C)(C)C)CC1	3	7	-0.2	-0.8	-0.3	-3.7	?	2	/
27	CCN(CC)S(=O)(=O)c1cc(NC(=O)COC(=O)CCC(=O)c2cccs2)ccc1C	-2	-3	0.3	-4.8	-0.6	-0.8	-5	0	/
28	Cc1[nH]c2c([N+](=O)[O-])cccc2c1C	-8	-2	0.6	-2.2	0.1	-0.5	-4	0	/
29	O=C(COC(=O)c1cc(Cl)nc(Cl)c1)Nc1ccc(Cl)c(S(=O)(=O)N2CCOCC2)c1	-9	4	1.8	-0.4	-0.5	-0.7	-1	-1	-2.1
30	O=C(COC(=O)c1cccs1)Nc1ccccc1	-6	13	1.2	-0.2	0.5	-3.2	-17	3	-0.9

Whole records from above. Values in the order: Anthrax LF prot | GDH-TPI inh | UGM FP inh | FadD28 FP inh | PfHsp40 rescue | BoNT A protease | BoNT-F LC inh | FBA Mtb inh | BioA inh
Cc1ccc(S(=O)(=O)N(Cc2ccccc2)c2ccccc2C(=O)N2CCCCC2)cc1 reads 8 | 13 | -1.3 | 1.0 | 0.4 | 0.8 | 18 | -2 | -0.2
N#Cc1ccc(OCC(=O)Nc2nc(-c3cccnc3)cs2)cc1 reads -2 | 7 | -5.3 | -1.6 | -0.1 | 2.0 | 4 | 1 | -3.4

Remaining list, next part
item	canonical_smiles	Anthrax LF prot	GDH-TPI inh	UGM FP inh	FadD28 FP inh	PfHsp40 rescue	BoNT A protease	BoNT-F LC inh	FBA Mtb inh	BioA inh
31	CCCn1nnc(NC(=O)c2cc(Br)ccc2OC)n1	3	12	-0.1	-1.1	-1.6	2.3	-4	1	-1.3
32	CCOC(=O)CNc1nnc(SCC(=O)OCC)[nH]c1=O	-10	9	-0.7	-0.3	-1.0	0.5	?	3	-4.4
33	CC1(C)CC(=O)C=C(Nc2cccc(C(F)(F)F)c2)C1	/	10	-0.5	-3.8	/	/	/	-8	-0.9
34	CCCCN(CC)C(=O)c1ccc(Cl)c(Cl)c1	2	10	1.7	-0.9	-1.1	-1.3	-15	-1	-0.9
35	Cc1cc(C)c(S(=O)(=O)NCC(c2cccnc2)N2CCN(Cc3ccccc3)CC2)c(C)c1 (stereo unspecified)	-4	9	0.6	-0.6	0.4	-0.2	3	4	-4.3
36	CCOc1ccc(NC(=S)N(CCN2CCOCC2)Cc2cc3cc4c(cc3[nH]c2=O)OCCO4)cc1	-4	13	-1.6	-3.0	-0.5	1.1	3	12	-2.5
37	O=C(Nc1ccc(Cc2ccncc2)cc1)c1ccc([N+](=O)[O-])o1	-9	-1	0.5	-2.5	0.0	-0.4	?	-4	0.3
38	COc1ccc(N(CC(=O)NC(C)C)C(=O)CCC(=O)Nc2ccccn2)cc1	-5	-2	0.5	-0.9	0.2	-0.4	-2	1	-2.2
39	CC(=O)Nc1ccc(NC(=O)CSc2nccn2Cc2ccccc2)cc1	-2	3	-2.8	0.2	1.3	4.4	6	3	/
40	COc1cc(NC(=O)COC(=O)CO/N=C(\C)c2ccc3c(c2)OCO3)cc(OC)c1	-1	-1	-0.2	-1.7	0.2	-2.4	-4	2	-0.2
41	O=C(CSc1nnc(CNc2ccc(F)cc2)o1)N1CCCc2ccccc21	-5	-2	-1.8	0.4	0.3	-0.8	-20	-2	/
42	CCOC(=O)C1=C(COC(=O)CCOc2ccc(C)cc2)NC(=O)NC1C (stereo unspecified)	-6	3	-0.2	0.8	-1.6	-2.5	0	4	-0.8
43	COc1c(NC=O)c2c(c([N+](=O)[O-])c1OC)C(=O)OC2	-3	6	/	-1.2	-2.1	-0.3	5	0	-1.3
44	O=S(=O)(c1cccc(S(=O)(=O)N2CCOCC2)c1)N1CCCCC1	0	12	-2.4	0.6	0.6	2.7	3	-1	-0.3
45	Cc1ccc(C(=O)NC(=S)Nc2cccc(-c3nc4ccccc4s3)c2)cc1	-2	9	2.6	-1.1	-0.6	-0.6	-10	0	2.2
46	Cn1c(=O)c2[nH]c(C3CC=CCC3)nc2n(C)c1=O (stereo unspecified)	-4	-13	/	-4.2	-1.0	-0.1	2	2	0.0
47	O=C(NCc1ccc2c(c1)OCO2)c1cc2ncc(Br)cn2n1	-2	0	0.6	-5.1	-0.1	0.8	17	0	-1.0
48	C/C(=N\NS(=O)(=O)c1ccc(Cl)cc1)c1ccc(O)cc1	1	12	1.7	0.0	-0.2	0.1	4	-1	/
49	COc1cccc(Cn2cnc3c(NS(=O)(=O)c4cccc(Cl)c4Cl)c(C)c(C)cc32)c1	-10	7	0.6	-3.9	-1.4	1.1	-23	-6	-1.2
50	COc1ccc(-c2ccc(SCC(=O)NC3CCCCC3)nn2)cc1OC	7	6	-0.5	-1.2	0.5	1.6	10	-1	0.4
51	CC(=O)N1CCN(c2ccc(NC(=O)c3ccc(C)c([N+](=O)[O-])c3)cc2)CC1	-11	20	0.3	-1.7	-0.3	-1.3	-14	1	6.4
52	Cc1ccc2cc(CCNS(=O)(=O)c3ccc(F)cc3)c(=O)[nH]c2c1C	6	8	-0.3	-3.8	-1.3	0.1	-2	9	-2.4
53	CCOc1ccccc1N(CC(=O)NCc1ccccc1)C(=O)CCC(=O)Nc1cc(C)ccn1	-7	-4	-1.3	-0.8	-0.7	-0.2	3	1	/
54	COc1cc(C(=O)OCC(=O)Nc2cccc(S(=O)(=O)N3CCCC3)c2)ccc1OCC(C)C	2	12	3.6	-1.7	0.6	-5.0	2	-1	/
55	CNc1ncnc2c1ncn2[C@H]1CN(CCc2ccccc2)C[C@@H](CO)O1	-2	10	/	-1.1	/	-0.5	-10	-1	1.2
56	Cc1ccc(-c2cc(C(=O)N3CC(C)OC(C)C3)c3ccccc3n2)o1 (stereo unspecified)	1	12	-1.3	-3.6	-0.3	-2.5	-7	146*	-0.9
57	O=C(CN1CCN(S(=O)(=O)c2cccc(F)c2)CC1)NCC1(N2CCOCC2)CCCCC1	-10	6	/	0.6	-1.3	-0.4	-4	0	9.3
58	O=C(CCCN1C(=O)[C@H]2CC=CC[C@H]2C1=O)NCc1nc(-c2ccc(Cl)cc2)no1	0	-2	-3.9	-1.8	-0.1	0.0	-2	-1	-0.2
59	COc1ccc(S(=O)(=O)N2CCC(C(=O)Nc3cc(Cl)ccc3N3CCOCC3)CC2)cc1OC	/	11	3.7	-0.6	-0.3	/	/	-3	-0.4
60	COc1ccc(C2(SCC(N)C(=O)O)c3ccccc3-c3ccccc32)cc1 (stereo unspecified)	10	14	/	-2.7	0.1	0.4	-2	7	/

(more compounds)
item	canonical_smiles	Anthrax LF prot	GDH-TPI inh	UGM FP inh	FadD28 FP inh	PfHsp40 rescue	BoNT A protease	BoNT-F LC inh	FBA Mtb inh	BioA inh
61	COc1ccc(C(=O)CSc2nnc(C3CCCCC3)n2N)c(OC)c1	2	1	-0.9	-2.8	2.2	1.5	-21	3	1.1
62	CCOC(=O)C1=CCN(S(=O)(=O)c2ccc(C)cc2)[C@H]1c1ccccc1Cl	-3	/	/	-5.2	/	-0.8	-2	-2	-0.9
63	CC(C)(C)c1n[nH]c(=S)n(N)c1=O	-8	6	-1.9	-0.3	0.5	-0.8	-2	-1	-2.1
64	COc1ccc(Cc2c(C3CCCCC3)nc3c(C)cc(Br)cn23)c(C)c1	1	/	/	-1.4	/	10	-7	-2	-0.9
65	O=C1N=C(N2CCOCC2)SC1=Cc1ccco1	-10	11	/	-5.2	-0.9	0.1	3	-2	0.2
66	COC(=O)CCCCCCCCC(O)CN1CCCCC1 (stereo unspecified)	-3	-7	-0.2	-1.4	0.1	-0.6	-5	3	-0.3
67	NCC(CC(=O)O)c1ccc(Cl)cc1 (stereo unspecified)	-1	8	-2.8	1.1	4.5	-0.8	-10	1	0.3
68	O=C(c1ccco1)N1CCN(C(=O)c2cn(-c3ccccc3)nc2-c2ccccc2)CC1	0	-3	-0.7	-3.4	0.6	-0.7	-4	0	-0.6
69	Cc1cc(C)cc(NC(=O)CSc2nnc(-c3ccccc3C)o2)c1	-8	-2	3.0	-0.9	0.2	?	0	-2	1.7

Source: PubChem (several laboratories)
